SENP1 inh: human SENP1 catalytic domain inhibitors, primary screen, biochemical, FRET, uHTS; recombinant SENP1 catalytic domain, CyPet-SUMO1-YPet FRET cleavage; inhibition, % at 10 µM; AID 624204, 2012; Sentrin-specific protease 1 (Homo sapiens), Q9P0U3; 360,000 compounds, 0.21% hits;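 active = inhibition at least 30% at 10 µM, raw YFP signal under a set limit, fluorescence ratio 0.5 to 1.5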;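 also: 0% = enzyme with DMSO and 100% = no enzyme wells; some results filed as inactive read as strong as hits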
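system = hSENP1 catalytic domain, recombinant | reagent = SFCypet-SUMO1-SFYpet substrate at 25 nM | doses = one dose per compound, 10 µM, 0.5% DMSO | incubation = enzyme reaction for 50 min at room temperature, dark | measured by = FRET, CFP and YFP emission | controls = no-enzyme low, enzyme-DMSO high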
SENP8 block-1: human SENP8 protease inhibitors, primary screen, biochemical, fluorescence, Nedd8 protein substrate, uHTS | inhibition, % at 20 µM | AID 602440, 2012 | recombinant SENP8 | 360,000 compounds, 0.64% hits; in the data active = inhibition mostly above about 40%, no sharp cut-off; inactive = mostly below about 27%
Target sequence (Q96LD8 whole entry, looked up): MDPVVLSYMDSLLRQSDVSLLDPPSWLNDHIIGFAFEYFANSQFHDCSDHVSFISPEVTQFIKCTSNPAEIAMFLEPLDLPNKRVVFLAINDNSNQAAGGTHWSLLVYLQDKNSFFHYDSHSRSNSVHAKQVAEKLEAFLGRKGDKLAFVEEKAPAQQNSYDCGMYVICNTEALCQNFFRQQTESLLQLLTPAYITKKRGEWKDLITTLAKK
PfGluPho inh: PfG6PD enzyme inhibitors, primary screen, biochemical, fluorescence intensity, uHTS. PfGluPho enzyme, NADPH resazurin-diaphorase fluorescence. inhibition, % at 20 µM. 350,000 compounds, 0.78% hits;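 active = inhibition reaching at least a set limit at 20 µM in the primary screen, cut at about 59% in these data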;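 also: 0% = DMSO wells with substrate and 100% = DMSO wells lacking glucose-6-phosphate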
SENP8 block-2: SENP8 protease inhibitors, primary screen, biochemical, luminescence; AID 2540, 2010; purified SENP8, Z-RLRGG-aminoluciferin cleavage; 330,000 compounds, 1.2% hits; Sentrin-specific protease 8 (Homo sapiens), Q96LD8; inhibition, % at 10 µM; in the data active = inhibition above about 50%
SENP6 inh: SENP6 protease inhibitors, primary screen, biochemical, luminescence, uHTS. Sentrin-specific protease 6 (Homo sapiens), Q9GZR1. Recombinant SENP6 catalytic domain, aminoluciferin luminescence. inhibition, % at 10 µM. 330,000 compounds, 1.8% hits. AID 2599, 2010;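 active = inhibition above about 50% at the single tested dose, limit read from the data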;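 also: plate controls were DMSO wells with enzyme for no effect and DMSO wells lacking enzyme for full effect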
Target sequence (Q9GZR1 628-1112 limits assumed): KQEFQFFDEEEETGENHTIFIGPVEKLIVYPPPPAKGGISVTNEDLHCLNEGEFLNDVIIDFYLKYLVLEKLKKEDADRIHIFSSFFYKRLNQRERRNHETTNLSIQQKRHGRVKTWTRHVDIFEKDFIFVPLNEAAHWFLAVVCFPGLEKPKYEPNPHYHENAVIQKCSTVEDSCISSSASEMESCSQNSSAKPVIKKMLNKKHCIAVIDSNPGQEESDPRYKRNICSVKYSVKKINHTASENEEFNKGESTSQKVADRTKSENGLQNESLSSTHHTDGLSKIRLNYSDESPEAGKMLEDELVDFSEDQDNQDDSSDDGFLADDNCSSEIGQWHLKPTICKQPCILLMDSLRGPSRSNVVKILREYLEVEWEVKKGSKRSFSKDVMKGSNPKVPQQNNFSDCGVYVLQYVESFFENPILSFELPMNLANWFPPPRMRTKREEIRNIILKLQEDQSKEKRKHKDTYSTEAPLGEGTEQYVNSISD
Apaf-1 inh: inhibitors of human Apaf-1 apoptosome, primary screen, biochemical, DEVD-Rh110 fluorescence, uHTS; Apoptotic protease-activating factor 1 (Homo sapiens), O14727; reconstituted apoptosome caspase-3 activity; inhibition, % at 20 µM; 330,000 compounds, 0.71% hits; AID 489030, 2010; active = inhibition of at least 40% at 20 µM;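 also: plate controls were DMSO wells for no effect and DEVD-CHO caspase inhibitor wells for full effect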
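Material: reconstituted apoptosome with Apaf-1, cytochrome c, caspase-9, procaspase-3, dATP / Buffer or medium: pH 7.5 Hepes buffer with CHAPS, BSA, DTT / Also added: cytochrome c with DEVD-Rh110 / Schedule: compound with Apaf-1, dATP, procaspase-3 30 min, then 50 min reaction, room temperature / Technique: rhodamine 110 fluorescence at Ex 480/Em 540 nm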
NALP3 yeast inh: NALP3 inflammasome inhibitors in reconstituted yeast, primary screen, luminescence, uHTS. Yeast reconstituted NLRP3/ASC/caspase-1, beta-gal luminescence, 24 h. inhibition, % at 10 µM. 330,000 compounds, 0.39% hits. AID 2825, 2010;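 active = inhibition of 50% or more; inactive = inhibition below 50%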;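 also: plate controls were induced DMSO wells for no effect and uninduced yeast grown without galactose for full effect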
SENP7 block: SENP7 protease inhibitors, primary screen, biochemical, luminescence, uHTS. 330,000 compounds, 1.5% hits. inhibition, % at 5 µM. recombinant SENP7, Z-RLRGG-aminoluciferin luminescence, 40 min;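 active = inhibition above about 50% at the single test dose, limit read from the data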;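 also: plate controls were DMSO with enzyme for no effect and no enzyme buffer wells for full effect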
Target sequence (Q9BQF6 706-1050 limits assumed): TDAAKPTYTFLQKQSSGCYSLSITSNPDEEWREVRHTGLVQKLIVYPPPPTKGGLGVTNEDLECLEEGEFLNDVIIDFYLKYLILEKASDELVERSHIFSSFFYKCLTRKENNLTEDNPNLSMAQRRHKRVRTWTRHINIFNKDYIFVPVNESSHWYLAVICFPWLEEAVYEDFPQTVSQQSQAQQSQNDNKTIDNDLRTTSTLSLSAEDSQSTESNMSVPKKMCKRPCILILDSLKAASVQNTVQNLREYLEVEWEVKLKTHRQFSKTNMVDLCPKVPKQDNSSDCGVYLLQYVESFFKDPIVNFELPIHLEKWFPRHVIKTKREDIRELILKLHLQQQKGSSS
HKDC1 inh: HKDC1 hexokinase inhibitors, primary screen, biochemical, fluorescence, uHTS | Q2TB90 | recombinant HKDC1, G6PDH/diaphorase resazurin coupled fluorescence | inhibition, % at 20 µM | 340,000 compounds, 0.16% hits;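 active = inhibition above about 35% when tested at 20 µM, limit read from the data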;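 also: plate controls were DMSO wells with enzyme for no effect and DMSO wells lacking enzyme for full effect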
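Test system: HK5 enzyme. Quantity: 5 µg/mL HK5 final. Reagent: glucose and ATP substrates. Schedule: 90 min reaction incubation at room temperature, dark. Technique: resazurin-to-resorufin fluorescence via G6PDH and diaphorase coupling, 525/613 nm. Control set: DMSO wells with and without enzyme mix.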
The depositor's hits bear a star; x = no result given; & = joins results of further samples.

item	canonical_smiles	SENP1 inh	SENP8 block-1	PfGluPho inh	SENP8 block-2	SENP6 inh
1	CC[C@@H]1C(c2ccc(F)cc2)=NN(c2ccc(Br)cc2)[C@H]1C(=O)N1CCOC1=O	-15	-380	26	x	x
2	CC12CN(NC(=O)c3ccc(Cl)cc3)C3(C#N)CC1CCC23C (stereo not drawn)	-1	9	5	-10	-13
3	CCOC(=O)C1CCCN(C(=O)CS(=O)(=O)Cc2ccccc2)C1 (stereo not drawn)	0	21	2	-5	-8
4	O=[N+]([O-])c1ccc(NC(=S)NCc2ccc(F)cc2)cc1	3	8	5	-3	-3
5	Cc1cc(C)cc(N(C(=O)c2csnn2)C(C(=O)NC2CCCCC2)c2ccccn2)c1 (stereo not drawn)	-2	12	-7	0	11
6	C=CC[C@@H](CC(=O)NCCO)C(=O)N[C@@H](C)COC(=O)[C@@H](CC=C)Cc1ccc(F)cc1	-1	20	10	8	-7
7	Cc1ccc(N(Cc2ccc(C(=O)Nc3ccccc3C(=O)NCc3ccco3)cc2)S(C)(=O)=O)cc1C	3	-6	12	-12	-14
8	COCCNC(=O)c1cccc(OC2CCN(Cc3ccc(C(=O)OC)cc3)CC2)c1	-2	5	-11	4	8

item	Apaf-1 inh	NALP3 yeast inh	SENP7 block	HKDC1 inh
1	15	x	6	26
2	4	0	-7	-3
3	-2	-4	-7	-5
4	7	44	-1	4
5	4	-2	0	2
6	-4	14	-12	-4
7	8	20	-6	-5
8	-13	13	-2	-1

An excerpt from above in order of their number in SENP1 inh, ascending.
cpd | smiles | SENP1 inh | SENP8 block-1 | PfGluPho inh | SENP6 inh | NALP3 yeast inh | SENP7 block | HKDC1 inh
8 | COCCNC(=O)c1cccc(OC2CCN(Cc3ccc(C(=O)OC)cc3)CC2)c1 | -2 | 5 | -11 | 8 | 13 | -2 | -1
2 | CC12CN(NC(=O)c3ccc(Cl)cc3)C3(C#N)CC1CCC23C (stereo not drawn) | -1 | 9 | 5 | -13 | 0 | -7 | -3
7 | Cc1ccc(N(Cc2ccc(C(=O)Nc3ccccc3C(=O)NCc3ccco3)cc2)S(C)(=O)=O)cc1C | 3 | -6 | 12 | -14 | 20 | -6 | -5

New compounds follow.
item	canonical_smiles	SENP1 inh	SENP8 block-1	PfGluPho inh	SENP8 block-2	SENP6 inh
9	CCOC(=O)C1CCN(C(=S)Nc2ccc(CC)cc2)CC1	7	0	-11	-5	3
10	NC(N)=N/N=C/c1c(Cl)cccc1Cl	1&0	4&9	19&6	-6	-10
11	CN(CC(=O)Nc1ccccc1C(F)(F)F)C(=O)c1cc2c(s1)CCCCC2	1	9	-13	-8	-18
12	COc1ccc(-c2cc3c(=O)n(CC(=O)NCc4ccccc4OC)ncn3n2)cc1	3	-136	-14	5	2
13	CSc1ccccc1NC(=O)Nc1cccc(Cl)c1C	1	2	-16	0	12
14	COc1cc2c(cc1OC)CN(C(=O)CSc1ccc(F)cc1)CC2	-1	-10	7	-3	-19
15	O=S(=O)(c1ccc(N=C2NN=C(c3cc(F)ccc3F)CS2)cc1)N1CCOCC1	-9	-73	35	6	-9
16	Cc1ccc(N(C)S(=O)(=O)c2cccc(C(=O)Oc3ccc4c(C)cc(=O)oc4c3)c2)cc1	-122	-435	-8	6	-1

item	Apaf-1 inh	NALP3 yeast inh	SENP7 block	HKDC1 inh
9	5	18	4	-4
10	5	12	-4	-5&-2
11	21	13	-9	-3
12	-9	-4	6	1
13	-9	13	-3	-5
14	0	18	0	-3
15	11	20	2	-308
16	-3	4	-2	0

Remaining list, next part
item	canonical_smiles	SENP1 inh	SENP8 block-1	PfGluPho inh	SENP8 block-2	SENP6 inh
17	Nc1nc(CN2CCN(c3cccc(Cl)c3)CC2)nc(N2CCCc3ccccc32)n1	-4	18	7	-18	-19
18	O=C(COc1ccccc1)Nc1sc2c(c1C(=O)NCc1cccnc1)CCCC2	-1	-22	-7	8	3
19	CCOC(=O)NC(=O)COC(=O)CCCSc1nc2ccccc2s1	-1	-1	-6	9	18
20	O=C(NCc1ccco1)C(=O)c1cn(CC(=O)N2CCCCC2)c2ccccc12	-2	-3	-6	4	-9
21	Cc1cc(Cl)ccc1NC(=S)NC(C)(C)C	5	13	7	-12	-12
22	CN1CCN(CCCc2c3c(cc4c2CCC4)CCC3)CC1	2	18	0	-4	-16
23	COc1ccc(CNC(=O)[C@@H](C)NC(=O)C2CCN(C(=O)[C@@H](N)CCSC)CC2)cc1	2	-69	1	-8	3
24	O=C(N=C1SC2CS(=O)(=O)CC2N1c1ccc(F)cc1)C1CCCCC1 (stereo not drawn)	2	3	-11	1	-4

item	Apaf-1 inh	NALP3 yeast inh	SENP7 block	HKDC1 inh
17	27	30	9	2
18	-1	9	0	1
19	-9	19	4	-2
20	0	9	7	-2
21	-1	22	-3	-10
22	0	12	-4	-9
23	6	1	-9	-8
24	-10	-4	-5	0

Continued:
item	canonical_smiles	SENP1 inh	SENP8 block-1	PfGluPho inh	SENP8 block-2	SENP6 inh
25	COc1ccc(C2c3sc(=O)[nH]c3SC3C4CCC(C4)C23)cc1OC (stereo not drawn)	-1	12	-5	12	22
26	C[C@H]1CN(S(=O)(=O)c2ccc3c(c2)OCCO3)CCN1S(=O)(=O)c1c(F)cccc1F	2	-8	-1	4	-7
27	C/C(=N/NC(=O)c1cccnc1)C1=C(O)CC(C)(C)CC1=O	-12	-8	-25	1	-15
28	CC(C)C(=O)N1CCN(C2=NS(=O)(=O)c3ccccc32)CC1	1	25	15	1	0
29	Cc1ccc(-c2nnc(-n3nc(C)cc3C)c3ccccc23)cc1	2	16	3	-10	-13
30	COc1ccccc1C(=O)NCCC(=O)NCCOc1ccccc1	-1	8	2	-12	-8
31	CCCCn1c(N)c(N(CCOC)C(=O)c2ccc(OCc3c(C)noc3C)cc2)c(=O)[nH]c1=O	2	6	-7	-16	-7
32	COC(=O)CN(c1ccc(C)c(Cl)c1)S(C)(=O)=O	-2	6	6	-6	-18

item	Apaf-1 inh	NALP3 yeast inh	SENP7 block	HKDC1 inh
25	9	9	-3	5
26	9	3	-4	-2
27	4	15	-2	-5
28	2	9	3	-1
29	-1	3	-4	-11
30	8	9	-2	2
31	-1	10	3	4
32	-4	8	-5	3

Compound profiles, from the list above:
Cc1ccc(-c2nnc(-n3nc(C)cc3C)c3ccccc23)cc1 reads SENP1 inh: 2; SENP8 block-1: 16; PfGluPho inh: 3; SENP8 block-2: -10; SENP6 inh: -13; Apaf-1 inh: -1; NALP3 yeast inh: 3; SENP7 block: -4; HKDC1 inh: -11
C[C@H]1CN(S(=O)(=O)c2ccc3c(c2)OCCO3)CCN1S(=O)(=O)c1c(F)cccc1F reads SENP1 inh: 2; SENP8 block-1: -8; PfGluPho inh: -1; SENP8 block-2: 4; SENP6 inh: -7; Apaf-1 inh: 9; NALP3 yeast inh: 3; SENP7 block: -4; HKDC1 inh: -2

(continued)
item	canonical_smiles	SENP1 inh	SENP8 block-1	PfGluPho inh	SENP8 block-2	SENP6 inh
33	O=C(NCc1ccc2c(c1)OCO2)C1CCC(=O)N1C1CCCCC1 (stereo not drawn)	-2	22	8	0	-2
34	CCOC(=O)c1c(-c2ccc(OC)cc2)csc1NC(=O)CNCc1ccco1	-1	2	23	-4	12
35	O=C(C(NS(=O)(=O)c1cccs1)c1ccccc1)N1CCN(c2ccccc2)CC1 (stereo not drawn)	5	-13	0	-15	9
36	COc1ccc(-n2nnnc2SCC(=O)Nc2ccccc2F)cc1	3	7	-6	13	-6
37	CCCCNS(=O)(=O)c1ccc2nc(SCC(=O)Nc3cc(C)cc(C)c3)[nH]c2c1	3	20	-10	-12	-7
38	C/C(=N/NC(=O)c1ccncc1)C1=C(O)CC(C)(C)CC1=O	0	9	-4	-17	-19
39	CC(=O)N1CCN(CC(O)COc2ccc(Br)cc2)CC1 (stereo not drawn)	-2	7	-3	8	17
40	CC1CC(C)CN(C(=O)COC(=O)c2c[nH]c3ccccc23)C1 (stereo not drawn)	0	4	-15	6	4

item	Apaf-1 inh	NALP3 yeast inh	SENP7 block	HKDC1 inh
33	-11	0	3	-5
34	8	4	-5	1
35	4	13	-9	-4
36	-2	25	6	-6
37	9	21	6	0
38	14	7	-5	-11
39	-10	-3	3	-1
40	2	7	9	3

Other compounds
item	canonical_smiles	SENP1 inh	SENP8 block-1	PfGluPho inh	SENP8 block-2	SENP6 inh
41	Cc1ccc(-c2nc(NC(=O)CSc3nnnn3-c3ccccc3)ns2)cc1	1	9	5	-11	-10
42	COc1cc(/C=N/N=C(N)N)ccc1OCc1ccccc1Cl	-1	8	18	-11	-9
43	CCOC(=O)CNC(=O)c1ccccc1	5	8	-1	-2	-6
44	CN(C(=O)CN1C(=O)S/C(=C\c2ccccc2)C1=O)C1CCS(=O)(=O)C1 (stereo not drawn)	2	18	0	-5	3
45	Cc1ccc2c(c1)N(CC(=O)N1CCOCC1)C(=O)C(C)O2 (stereo not drawn)	2	-1	-16	6	26
46	COc1cc(NC(=O)CN2C(=O)NC(CC(C)C)C2=O)cc(OC)c1OC (stereo not drawn)	0	17	10	-4	-1
47	NNC(=S)Nc1cc(S(=O)(=O)N2CCOCC2)ccc1N1CCOCC1	3	14	11	-13	-4
48	CCOc1ccccc1NC(=O)C1CCN(S(=O)(=O)c2c(C)noc2C)CC1	4	32	-13	2	-2

item	Apaf-1 inh	NALP3 yeast inh	SENP7 block	HKDC1 inh
41	10	20	-1	1
42	34	13	1	-3
43	8	7	8	-2
44	-7	14	-5	-4
45	1	13	3	-2
46	-12	2	-2	5
47	-1	3	-10	-6
48	1	5	-2	0

(further entries)
item	canonical_smiles	SENP1 inh	SENP8 block-1	PfGluPho inh	SENP8 block-2	SENP6 inh
49	COc1ccc(CN2C(=O)CC(Cc3ccc(C)cc3)C2=O)cc1OC (stereo not drawn)	2	2	-6	-2	-2
50	COc1ccc(NC(=O)C(Cc2ccccc2)n2cccc2)cc1 (stereo not drawn)	0	37	0	5	-3
51	Nn1c(Cc2cccc3ccccc23)nnc1SCn1nnc2ccccc2c1=O	1	17	3	-5	-12
52	COc1ccc(S(=O)(=O)N(C)CC(=O)NC2CC2)cc1	-1	11	-1	-1	21
53	OCC1(CCc2ccccc2)CCN(Cc2ccccc2Cl)CC1	0	11	7	-1	5
54	O=C(CNC(=O)c1ccccc1)N/N=C/C=C/c1ccccc1	2	4	-10	8	10
55	CN1CCSc2ccc(C(=O)NCc3cccc(Br)c3)cc21	-5	-458	57	-1	-6

item	Apaf-1 inh	NALP3 yeast inh	SENP7 block	HKDC1 inh
49	6	13	3	-10
50	-13	6	-2	-2
51	5	-8	-8	-6
52	-16	-8	16	-13
53	2	22	1	3
54	2	5	1	-8
55	7	11	6	1

High-throughput results as filed in PubChem BioAssay.
